Ec RNAP inh: inhibitors of Escherichia coli RNA polymerase. 62,000 compounds, 0.2% hits. AID 559. E. coli RNA polymerase, fluorescence transcription assay. inhibition, %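 (tested at 10 µM)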. P0A8V2; in the data active = inhibition above about 20%;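 note: 0% = enzyme without compound and 100% = no enzyme blank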
Target sequence (P0A8V2 whole entry, looked up): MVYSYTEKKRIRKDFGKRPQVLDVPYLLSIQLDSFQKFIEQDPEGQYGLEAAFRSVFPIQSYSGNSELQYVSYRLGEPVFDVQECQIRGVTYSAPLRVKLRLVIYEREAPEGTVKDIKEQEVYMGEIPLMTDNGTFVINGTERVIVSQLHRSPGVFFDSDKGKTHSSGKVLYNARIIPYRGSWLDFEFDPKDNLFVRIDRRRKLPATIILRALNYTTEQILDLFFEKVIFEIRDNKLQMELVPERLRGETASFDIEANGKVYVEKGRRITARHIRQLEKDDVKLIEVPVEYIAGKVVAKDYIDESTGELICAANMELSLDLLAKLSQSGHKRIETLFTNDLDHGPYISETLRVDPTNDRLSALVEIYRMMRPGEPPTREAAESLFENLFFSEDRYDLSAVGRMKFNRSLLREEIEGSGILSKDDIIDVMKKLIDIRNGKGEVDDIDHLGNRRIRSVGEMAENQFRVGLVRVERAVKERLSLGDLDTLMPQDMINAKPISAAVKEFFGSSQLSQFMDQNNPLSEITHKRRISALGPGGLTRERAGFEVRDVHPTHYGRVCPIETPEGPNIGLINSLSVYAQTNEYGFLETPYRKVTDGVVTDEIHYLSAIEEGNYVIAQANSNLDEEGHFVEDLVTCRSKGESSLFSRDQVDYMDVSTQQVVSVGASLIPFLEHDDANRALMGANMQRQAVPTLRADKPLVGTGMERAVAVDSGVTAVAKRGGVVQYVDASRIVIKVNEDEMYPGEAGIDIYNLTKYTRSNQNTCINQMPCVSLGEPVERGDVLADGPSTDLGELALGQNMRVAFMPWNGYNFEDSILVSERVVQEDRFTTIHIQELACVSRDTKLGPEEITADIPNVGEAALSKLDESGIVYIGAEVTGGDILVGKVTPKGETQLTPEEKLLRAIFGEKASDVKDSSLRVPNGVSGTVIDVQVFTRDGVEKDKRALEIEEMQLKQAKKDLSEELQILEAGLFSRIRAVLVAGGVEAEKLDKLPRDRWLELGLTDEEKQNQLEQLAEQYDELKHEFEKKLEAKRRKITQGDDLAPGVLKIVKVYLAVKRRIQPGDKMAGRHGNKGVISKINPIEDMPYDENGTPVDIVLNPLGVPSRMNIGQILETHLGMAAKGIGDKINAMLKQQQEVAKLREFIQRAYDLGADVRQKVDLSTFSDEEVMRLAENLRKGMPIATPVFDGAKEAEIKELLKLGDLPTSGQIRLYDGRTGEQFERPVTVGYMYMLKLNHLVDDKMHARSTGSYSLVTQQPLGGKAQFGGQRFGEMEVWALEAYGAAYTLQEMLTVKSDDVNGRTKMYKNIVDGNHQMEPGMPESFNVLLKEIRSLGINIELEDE
M1 ag: agonists of M1 muscarinic receptor; AID 626; 64,000 compounds, 3% hits; B-score at 10 µM; CHO-M1 cells, Fluo-4 calcium fluorescence, agonist mode; hits give high values;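 active = fluorescence rise, raw or as B-score row- and column-corrected plate score, outside the 99.7% band of its plate's samples, either direction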
HTR1A agonist: 5-HT1a (human) receptor agonism | P08908 | CHO 5-HT1a Ga15 NFAT-bla reporter, FRET ratio; 0% basal, 100% maximal reference agonist | activation, % at 10 µM | AID 567 | 65,000 compounds, 0.56% hits;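 active = activation above the screen-wide mean activation plus 3 SD, cut at about 19% in these data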;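 note: 0% = DMSO wells and 100% = 5-CT at EC100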
NADH coupling: blocks coupling enzymes of NAD/NADH assays; 65,000 compounds, 0.02% hits; IC50, µM (doses to about 10 µM), for the others: at the top dose inhibition; coupled PK/LDH NADH assays, four targets; AID 774;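 active = single-dose screening hits from any of four coupled enzyme assays that gave an IC50 when retested across doses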;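 note: the DPM-DC format reads NADH fluorescence rather than 340 nm absorbance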
Autofluor 339: intrinsic fluorescence of library compounds, ex339/em460 – biochemical, MLSMR library, data from DPM-DC assay, artefact control, profiling panel. compound autofluorescence, ex339/em460 nm, NADH buffer; hits give high values; 1 = no-compound wells, NADH background. fluorescence fold increase at 10 µM. 65,000 compounds, 5.5% hits. AID 709;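 active = at 10 µM, mean starting fluorescence two-fold or more over control wells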;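 note: signal is the first read of a kinetic run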
Her2 expr inh: Her2 kinase expression inhibition; HER2 level % of control, % at 10 µM; 65,000 compounds, 0.69% hits; SKBR-3 HER2 protein level, AlphaScreen, 18-24 h; hits give low values;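 active = HER2 level under 5% of the carrier-only control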;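 note: 100% = DMSO carrier and 0% = 500 nM PU-H71 HSP90 inhibitor; lower value means stronger loss of Her2 protein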
D1 mod: allosteric modulators of human D1 dopamine receptor. P21728. HEK293 D1, CRE-luciferase, dopamine EC30 potentiation; actives deviate in either direction. B-score at 10 µM. 58,000 compounds, 5.9% hits. AID 641;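 active = luminescence count or its row- and column-corrected plate score outside the 99.7% band of the plate's sample wells, on either side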
Hsp90 block: displaces geldanamycin probe from tumor Hsp90 | P07900 | NCI-N417 lysate Hsp90, Cy3B-geldanamycin FP displacement | inhibition, % at 30 µM | 64,000 compounds, 0.35% hits | AID 429;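 active = inhibition above 50%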;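 note: 0% = tracer plus lysate wells and 100% = tracer alone without lysate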
M1 antagonist: M1 muscarinic receptor (rat) antagonism | CHO-M1 cells, Fluo-4 calcium, ACh EC80 antagonist mode; hits give low values | AID 628 | B-score at 10 µM | 64,000 compounds, 3.4% hits;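 active = calcium fluorescence response, raw or row-and-column corrected B-score, differing from the plate sample mean either way at a set confidence level, mostly lower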
Numbers without * were called inactive; / = not tested or not shown. This is a random part of the collection. Share with any hit: about 16%.

compound,M1 ag,Autofluor 339,M1 antagonist,HTR1A agonist,Hsp90 block,D1 mod,Ec RNAP inh,Her2 expr inh,NADH coupling
COCCN1Cc2cccc(C(=O)Nc3cccc(OC)c3)c2C1=O,1.14,1.1,-0.416,-1.5,-1.6,1.44,2.7,85.8,5.0%
Cc1cccc(C)c1OCC(O)CN (centres undefined),0.29,1.12,0.274,-4.0,-0.1,-0.31,3.4,110.5,3.0%
CC(Sc1nc(N(C)C)nc(N2CCOCC2)n1)C(=O)Nc1ccccc1 (centres undefined),-0.238,1.08,0.14,-0.4,-1.5,4.79*,8.8,87.3,2.0%
CCCCCCNC(=O)Cc1nc2nc(C)cc(C)n2n1,-0.392,1.02,0.661,-1.6,-1.9,-0.702,0.9,110.2,9.0%
CCOC(=O)c1cccc(NC(=O)C2CCCN(S(=O)(=O)c3c(C)n[nH]c3C)C2)c1 (centres undefined),0.913,1.1,-0.022,0.1,1.6,-0.265,-2.3,79.8,7.0%
C#CCNc1cc(C)nc2ncnn12,-0.252,1.01,-1.43,0.1,0.1,-0.0822,9.2,99.1,4.0%
O=C(CNS(=O)(=O)c1ccc(Br)s1)N1CCN(c2ncccn2)CC1,1.31,1.12,0.363,0.0,1.1,-0.604,8.6,92.2,3.0%
c1cc(CNc2ccc3c(c2)OCCO3)ccn1,-0.00524,1.05,0.0311,0.8,-0.3,-0.155,5.5,79.5,2.0%
CCN(CC)S(=O)(=O)c1ccc(NS(=O)(=O)c2cccc(C)c2)cc1,-0.132,1.05,-2.61*,-2.9,-1.9,0.524,1.9,103.4,7.0%
O=C(c1cccs1)N(C(=O)c1cccs1)c1ccccn1,-0.0084,1.09,0.000493,-1.5,-2.5,-0.339,4.4,93.0,4.0%
CCCC1(C(=O)OC)NC(c2cc(OC)c(OC)c(OC)c2)C2C(=O)N(CC)C(=O)C21 (centres undefined),1.65,0.99,0.169,0.1,1.5,-0.245,2.0,87.8,2.0%
O=C(O)Cn1nnn(-c2ccccc2)c1=S,0.572,1.1,0.426,-1.3,-11.9,-0.36,4.1,97.5,8.0%
Cc1cc(C)c2c(=O)c3c(oc2c1)C(=O)N(CCO)C3c1cccc(O)c1 (centres undefined),-0.83,1.19,0.072,2.3,0.2,/,7.8,113.7,7.0%
O=C(CN(C(=O)CNC(=O)c1ccco1)c1ccc(Cl)c(Cl)c1)NC1CCCCC1,-0.0102,1.06,-0.304,-0.8,0.5,-0.000639,4.1,84.5,9.0%
CC(NC(=O)Cn1cnc2c1c(=O)n(C)c(=O)n2C)c1ccccc1 (centres undefined),0.393,1.08,0.234,-5.5,-0.6,-0.308,6.4,91.2,3.0%
CCCCCOc1ccc(C(=O)N(Cc2ccco2)C2CCS(=O)(=O)C2)cc1 (centres undefined),-1.05,1.12,-1.98,-0.5,-7.3,0.0079,3.9,87.7,2.0%
c1ccc(N2CCN(c3ncnc4sc5c(c34)CCC5)CC2)cc1,5.4e-15,1.08,0.31,-1.6,0.7,-0.268,8.7,57.2,2.0%
COC(=O)c1c(NC(=O)CN2CCN(c3ccccc3OC)CC2)c2cc(C)ccc2n1C,0.304,1.91,0.14,1.3,-6.3,-0.673,-6.7,82.5,3.0%
Cc1cc(NC(=O)CCCC(=O)OCC(F)(F)C(F)F)cc(C)c1C(=O)O,0.266,1.08,0.84,0.4,-3.5,-0.982,-0.8,104.6,4.0%
CC(=O)Nc1cccc(Oc2cc(C#N)c(C#N)cc2N2CCCCCC2)c1,0.575,1.49,1.27,1.0,-11.1,9.05*,16.7,66.4,1.0%
O=C(NCC(=O)N(CCN1CCOCC1)C(C(=O)NC1CCCC1)c1cccnc1)c1cccs1 (centres undefined),/,1.12,/,-0.3,-1.8,/,-2.3,98.5,0.0%
CCN1C(=O)CC(C(=O)Nc2ccc(F)cc2)SC1=Nc1cccc(OC)c1 (centres undefined),1.69,1.07,-1.51,-1.4,-2.3,1.01,3.1,75.6,6.0%
O=C(CN1C(=O)c2ccccc2S1(=O)=O)N1CCN(c2ccccc2)CC1,-1.32,1.09,-0.502,-1.4,2.8,-0.575,0.7,99.5,6.0%
O=C(NC1CCCCC1)c1noc2c1CCCCC2,0.216,0.75,-1.9*,-2.2,-1.1,-0.109,8.9,88.7,17.0%
Cc1nnc(NC(=O)Cc2ccc(OCc3c(C)noc3C)cc2)s1,0.0639,1.12,-0.213,-3.9,-3.2,-3.05*,5.4,100.7,10.0%
COc1ccc(-c2cnn(-c3ccccc3)c2N)cc1OC,0.205,1.05,-0.0459,-5.3,-3.9,0.035,/,109.0,2.0%
O=c1c2cnn(-c3ccc(F)cc3)c2ncn1Cc1ccccn1,-0.0488,1.12,-1.06,-4.2,-2.3,-0.27,/,119.4,1.0%
Cc1nc(NCC2CCCO2)c2oc3ccccc3c2n1 (centres undefined),0.349,/,0.104,2.2,/,/,5.9,/,/
CC1(C)Cc2c(sc3nc(-c4cc5ccccc5o4)n(N)c(=O)c23)CO1,-0.488,1.87,0.03,-4.5,-2.4,/,1.7,70.1,1.0%
c1ccc(-c2cc(N3CCOCC3)nc(-c3ccccc3)n2)cc1,-1.47,1.27,-1.32,1.0,-3.2,/,7.4,83.3,9.0%
COc1ccc2[nH]c(=O)c(-c3noc(-c4ccc(F)cc4)n3)cc2c1,-0.939,1.38,-0.297,-2.3,-1.7,0.286,2.9,103.6,2.0%
CC1(C(=O)O)CCC(C(=O)NC2CCCCCC2)C1(C)C (centres undefined),0.0898,1.07,-0.185,1.7,0.4,/,/,179.4,0.0%
COc1ccc(C(CC(=O)O)NC(=O)COc2ccccc2OC)cc1OC (centres undefined),0.0106,1.06,0.0191,-2.8,2.6,0.0757,2.6,91.0,9.0%
O=CNCCCc1nc2ccccc2n1Cc1ccccc1,-0.488,1.12,-0.0304,-1.2,-2.6,-0.141,/,93.6,0.0%
CCc1c(C)sc(NC(=O)c2cc(C)on2)c1C#N,-0.653,1.02,0.0739,-1.7,-0.2,-0.689,6.2,80.3,7.0%
COc1ccc(-c2ccc(=O)n(CC(=O)N3CCN(c4ccccc4OC)CC3)n2)cc1,-0.913,1.23,0.0195,-0.6,-3.6,1.83,6.7,83.0,5.0%
Cc1cc(=O)n2nc(-c3ccccc3)sc2c1C#N,1,1.65,-0.00907,-1.8,/,1.14,-3.4,53.0,3.0%
Cn1c(N)c(C(=O)COC(=O)c2ccco2)c(=O)n(C)c1=O,-0.263,1,0.282,-2.6,-1.3,-0.776,0.8,100.0,4.0%
COC(=O)c1oc2c(c1C)C1(CCC2)SCCS1,1.16,1.06,-6.76*,-3.5,2.9,1.81,/,79.2,8.0%
CCc1sc(C(=O)NC)cc1Br,-0.472,1.09,-1.01,-4.4,-21.8,-0.643,/,109.8,6.0%
COCCn1nnnc1C(c1ccc(OC)c(OC)c1)N1CCc2ccccc21 (centres undefined),0.459,1.28,0.893,0.0,-2.0,0.448,10.6,104.9,11.0%
O=c1cc(CSc2nnnn2-c2ccccc2)[nH]c2[nH]n(-c3ccccc3)c(=O)c12,-0.0246,1.03,0.00311,-0.1,-8.8,-0.963,11.8,105.1,3.0%
O=C(Nc1sccc1C(=O)NCc1ccco1)c1cccnc1,1.81,1.05,0.598,-0.9,-20.8,/,6.0,32.7,5.0%
CN1CCN(CCCCOc2ccc(F)cc2)CC1,-1.82,1.11,-0.314,-1.5,-1.2,/,0.8,92.8,4.0%
CC12CCC(C(=O)N3CCCCC3)(CC1=O)C2(C)C (centres undefined),0.616,1.03,-2,1.8,-3.0,0.477,1.8,81.5,1.0%
CCOC(=O)N1CCN(C(=O)c2cnn3ccccc23)CC1,-0.496,1.11,0.000694,0.1,-2.1,-0.35,6.6,82.3,5.0%
Cc1cc(Cl)c(S(=O)(=O)N2CCSCC2)cc1OCC(N)=O,1.8,1.12,-0.0257,-1.5,-4.4,0.156,5.7,49.3,7.0%
Clc1ccc(C2=CSC3=NCCN23)cc1Cl,-0.22,1.19,-2.22*,-3.5,-1.9,-0.505,5.8,158.7,6.0%
CCOC(=O)N1CCC(NC(=O)c2ccc3nc(N4CCOCC4)sc3c2)CC1,-1.83,1.07,0.0825,-2.4,-4.0,1.15,2.2,103.4,2.0%
O=C(NCC1CCCO1)C1CCN(S(=O)(=O)c2cccnc2)CC1 (centres undefined),/,1.07,/,-0.4,0.5,-0.725,-1.0,77.7,6.0%

Profiles, quoted from the list. Screens in order: M1 ag, Autofluor 339, M1 antagonist, HTR1A agonist, Hsp90 block, D1 mod, Ec RNAP inh, Her2 expr inh, NADH coupling
Profile of Clc1ccc(C2=CSC3=NCCN23)cc1Cl : -0.22, 1.19, -2.22*, -3.5, -1.9, -0.505, 5.8, 158.7, 6.0%
Profile of CC1(C)Cc2c(sc3nc(-c4cc5ccccc5o4)n(N)c(=O)c23)CO1 : -0.488, 1.87, 0.03, -4.5, -2.4, /, 1.7, 70.1, 1.0%
Profile of CCOC(=O)N1CCN(C(=O)c2cnn3ccccc23)CC1 : -0.496, 1.11, 0.000694, 0.1, -2.1, -0.35, 6.6, 82.3, 5.0%
Profile of CC1(C(=O)O)CCC(C(=O)NC2CCCCCC2)C1(C)C (centres undefined) : 0.0898, 1.07, -0.185, 1.7, 0.4, /, /, 179.4, 0.0%

New compounds follow:
compound,M1 ag,Autofluor 339,M1 antagonist,HTR1A agonist,Hsp90 block,D1 mod,Ec RNAP inh,Her2 expr inh,NADH coupling
CC(=O)c1cccc(NC(=O)NCc2ccccn2)c1,3.1*,1.07,1.14,-0.9,-5.2,-1.38,4.9,179.0,11.0%
CSc1nc2sc3c(c2c(=O)n1C1CCCCC1)CCN(C)C3,-0.0382,1.11,-4.76*,0.8,-4.9,/,-6.2,147.2,3.0%
Cn1c(CSc2ncccn2)nnc1SCC(=O)N1CCCc2ccccc21,0.0208,1.1,-0.721,0.1,0.9,0.45,-5.4,127.7,1.0%
O=C(Cn1cc2c(n1)CCCC2)N1CCc2ccccc21,0.903,1.01,0.277,-4.9,-1.9,-0.114,3.6,54.0,7.0%
CCC(C)NC(=O)C1(C)CCC(=O)N1Cc1ccccc1OC (centres undefined),0.455,1.03,-0.213,1.4,-5.6,-0.218,6.6,144.9,7.0%
Cc1nn(C)c(C)c1S(=O)(=O)N(CC(=O)Nc1nccs1)c1ccc(C(C)C)cc1,-1.62,1.04,-0.491,0.2,-3.2,/,1.2,72.4,2.0%
O=C(C1COc2ccccc2O1)N1CCCC1 (centres undefined),-0.048,1.05,0.588,/,-3.8,0.0483,3.3,/,2.0%
Cc1ccc(C(=O)OC2CCOC2=O)cc1NC(=O)c1ccco1 (centres undefined),0.568,1.03,-0.396,-1.4,-3.2,-0.305,3.5,72.1,6.0%
CCOc1cccc(-c2nn3c(-c4ccccn4)nnc3s2)c1,4.53,1.08,-0.924,-4.4,-11.3,/,5.2,137.4,2.0%
O=C(Nc1cccnc1)c1cccs1,2.21,1.14,0.728,-2.1,-1.7,0.749,-9.8,83.7,3.0%
Cn1nc(C(=O)Nc2ccc(S(=O)(=O)N3CCCCC3)cc2)ccc1=O,-1.25,1.03,-1,-0.8,-1.7,-0.864,8.1,124.4,7.0%
CCn1nc(NC(=O)c2ccncc2)c2cc3ccccc3nc21,0.638,1.19,0.000745,1.2,-2.6,10.7*,9.8,90.2,3.0%
CN(C(=O)c1c(Cl)nc2sccn12)C1CCCCC1,-0.0605,1.01,-0.748,-0.1,-3.5,2.28,6.5,109.1,1.0%
CCOc1ccccc1OCCCCCc1c(C)n[nH]c1C,0.125,1.02,-1.81,-0.2,-0.3,-2.42*,3.0,133.3,4.0%

High-throughput results (PubChem)
